Rev-erbA mod = modulates human Rev-erb alpha binding to DNA; Rev-erbα–FITC-DNA binding, fluorescence polarization, 90 min; activity, % at 10 µM; 370,000 tested, 0.79% active; AID 1259318;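 active = activity above about 14%, limit read from the data; passing the limit was not always enough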;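 also: 0% = DMSO wells with 35 nM protein and 100% = DMSO wells with 750 nM protein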
PLC-gamma1 inh = inhibitors of human phospholipase C gamma1 | 370,000 tested, 0.84% active | P19174 | inhibition, % at 12.2 µM | purified PLC-gamma1, fluorogenic substrate, fluorescence; in the data active = inhibition above about 9.5%
Target sequence (P19174 whole entry, looked up): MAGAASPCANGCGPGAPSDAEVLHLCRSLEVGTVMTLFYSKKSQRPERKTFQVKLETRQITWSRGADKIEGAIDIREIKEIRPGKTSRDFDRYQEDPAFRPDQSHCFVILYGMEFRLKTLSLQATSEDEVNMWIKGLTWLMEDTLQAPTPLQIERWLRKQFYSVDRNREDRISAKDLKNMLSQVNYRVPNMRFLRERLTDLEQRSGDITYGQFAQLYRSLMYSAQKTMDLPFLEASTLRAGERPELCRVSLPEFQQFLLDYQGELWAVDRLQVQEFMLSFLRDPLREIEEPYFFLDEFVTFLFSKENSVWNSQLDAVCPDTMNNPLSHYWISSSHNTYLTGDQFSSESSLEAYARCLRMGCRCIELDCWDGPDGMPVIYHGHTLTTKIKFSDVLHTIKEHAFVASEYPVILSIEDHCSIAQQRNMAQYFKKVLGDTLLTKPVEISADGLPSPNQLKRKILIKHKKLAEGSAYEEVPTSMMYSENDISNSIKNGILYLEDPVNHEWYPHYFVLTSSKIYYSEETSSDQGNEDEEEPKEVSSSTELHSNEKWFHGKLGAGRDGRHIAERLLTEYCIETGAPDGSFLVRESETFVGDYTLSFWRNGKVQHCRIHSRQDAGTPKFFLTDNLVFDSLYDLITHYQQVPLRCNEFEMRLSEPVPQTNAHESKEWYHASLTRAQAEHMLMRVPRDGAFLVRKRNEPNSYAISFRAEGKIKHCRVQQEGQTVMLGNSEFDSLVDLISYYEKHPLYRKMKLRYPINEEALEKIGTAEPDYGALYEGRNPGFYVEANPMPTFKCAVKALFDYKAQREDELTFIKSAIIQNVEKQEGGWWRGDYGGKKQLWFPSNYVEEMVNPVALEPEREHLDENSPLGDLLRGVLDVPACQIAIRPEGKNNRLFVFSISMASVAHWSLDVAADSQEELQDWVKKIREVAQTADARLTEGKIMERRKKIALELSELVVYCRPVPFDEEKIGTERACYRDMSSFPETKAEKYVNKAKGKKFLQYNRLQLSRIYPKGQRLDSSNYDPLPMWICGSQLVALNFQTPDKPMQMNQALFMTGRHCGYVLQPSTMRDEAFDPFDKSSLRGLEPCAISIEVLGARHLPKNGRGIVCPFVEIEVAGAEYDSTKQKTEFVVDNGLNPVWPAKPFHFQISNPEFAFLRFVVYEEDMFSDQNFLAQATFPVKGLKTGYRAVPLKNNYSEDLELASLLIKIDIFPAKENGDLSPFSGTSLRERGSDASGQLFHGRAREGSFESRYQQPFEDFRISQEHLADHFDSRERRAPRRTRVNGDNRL
MBD2 inh = blocks human MBD2 binding to methylated DNA; inhibition, % at 4.4 µM; AID 686964; Q9UBB5; TR-FRET, MBD2 binding to methylated oligonucleotide; 370,000 tested, 0.31% active; in the data active = inhibition above about 13%
hgDAF-12 ag = agonists of H. glycines DAF-12 nuclear receptor; 370,000 tested, 1.8% active; HEK293 GAL4-hgDAF12 UAS-luciferase reporter, agonist luminescence; normalized to butyrate control; activation, % at 6.8 µM;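 active = activation above a cutoff set at the mean of all screened compounds plus 3 SD, cut at about 10% in these data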;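 also: 0% = DMSO wells and 100% = sodium butyrate wells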
PLC-beta3 inh = PLC-beta3 (human) inhibition, primary screen. Purified PLC-beta3, fluorogenic substrate, fluorescence. inhibition, % at 12.2 µM. 370,000 tested, 0.18% active. AID 720704; in the data active = inhibition above about 11%;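 also: 0% = median of compound wells on plate and 100% = full blocker control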
DAX1 inh-1 = inhibits human nuclear receptor DAX1. HEK293 Gal4-DAX1 luciferase reporter, luminescence. inhibition, % at 6.75 µM. 340,000 tested, 0.99% active. AID 504766;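 active = inhibition above the mean over all tested compounds plus 3 SD, cut at about 4.2% in these data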;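 also: 0% = DAX1-transfected cells with DMSO and 100% = empty-vector control cells with DMSO; inhibition shows as a rise in luminescence from relieved DAX1 repression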
ADAM17 inh = inhibitors of human ADAM17; inhibition, % at 6.95 µM; 370,000 tested, 0.83% active; recombinant ADAM17, EDANS/DABCYL FRET peptide cleavage;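 active = inhibition above the mean of compounds lying between control limits plus 3 SD, set per campaign, cut at about 8.5% in these data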;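 also: 0% = DMSO-only wells as the low control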
SMARCA2 activ = SMARCA2 function activation, primary screen; MG213 cells, MMTV-luciferase reporter, dexamethasone, overnight; activation, % at 9.1 µM; 370,000 tested, 1% active; AID 652017; in the data active = activation above about 7.8%;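 also: 0% = vehicle wells and 100% = reference activator wells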
ssDAF12 agonist = activates DAF-12 receptor from parasite S. stercoralis; 370,000 tested, 1% active; activation, % at 6.8 µM; AID 652126; HEK293 ssDAF-12/GRIP1 lit1-tk-luc reporter, luminescence; % of 3 µM dafachronic acid response;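 active = activation above the mean over all tested compounds plus 3 SD, cut at about 0.9% in these data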;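 also: 0% = DMSO-only wells and 100% = 3 µM delta7-dafachronic acid wells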
hcDAF-12 act = activates DAF-12 receptor from parasite H. contortus. HEK293 hcDAF-12 lit1-tk-luc reporter, luminescence; 0% DMSO, 100% Δ7-dafachronic acid. activation, % at 6.8 µM. 370,000 tested, 1.4% active;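 active = activation above the mean of all tested compounds plus 3 SD, cut at about 5.5% in these data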;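 also: 100% = response to 3 µM Δ7-dafachronic acid high control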
DAX1 inh-2 = DAX1 (NR0B1) inhibition, primary screen. inhibition, % at 6.8 µM. AID 652010. 370,000 tested, 1.1% active. HEK293T StAR-luciferase reporter, SF-1/DAX-1 repression relief;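 active = inhibition above the mean over all tested compounds plus 3 SD, cut at about 3.6% in these data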;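 also: 0% = DAX-1 cells with DMSO and 100% = cells lacking DAX-1 with DMSO; higher inhibition means more luminescence from relief of DAX-1 repression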
The depositor's hits bear a star; . = no result given. Not a hit list. About 7.4% of those tested had a hit in this group.

smiles	hcDAF-12 act	hgDAF-12 ag	PLC-beta3 inh	DAX1 inh-1	ADAM17 inh	ssDAF12 agonist	Rev-erbA mod	DAX1 inh-2	SMARCA2 activ	PLC-gamma1 inh	MBD2 inh
CCOc1ccc(NC(=O)C2CCCN(S(=O)(=O)c3c(C)nn(C)c3C)C2)cc1 (stereo not drawn)	0.8	-1.1	-17	-0.5	-2	-1.9	-1	-1.2	-1	-9	1
Cc1ccc(/C=C/C(=O)Nc2cc(S(=O)(=O)N3CCOCC3)ccc2N2CCOCC2)cc1	0.1	1.0	-1	0.6	-1	-0.8	-3	-0.6	1	-1	-3
O=C(NC1CCCCC1)c1ccc(N2CCCC2=O)cc1	0.5	4.7	1	0.4	-2	0.0	2	1.5	-1	0	0
COC(=O)c1cn(C(=O)c2ccc(C)cc2)c2ccccc12	-1.8	1.0	1	0.5	-1	-0.7	3	-0.1	1	2	-5
CCOc1ccc(NC(=O)c2cc3ccccc3cc2OC)cc1	7.0*	7.5	-79	6.3*	2	0.0	0	-0.3	8	-47	-2
CCN(CC)c1ccc(NC(=O)Nc2cccc(C(C)=O)c2)cc1	0.5	4.1	0	-0.2	4	-1.5	0	0.2	0	-1	-2
COc1cccc(C(=O)Nc2ccc(C(=O)NCC3CCCO3)cc2)c1 (stereo not drawn)	1.9	-1.9	-1	-2.7	-5	-1.8	-1	-2.4	0	-2	0
CC(Sc1nnc(C2CC2)n1C1CC1)C(=O)NCc1cccs1 (stereo not drawn)	0.3	1.6	4	0.3	0	-0.8	-3	-0.3	0	2	1
COc1ccc(/C(O)=C/Sc2nnc(Cc3ccccc3)o2)cc1	-1.3	-1.6	-1	-1.4	1	-1.6	-4	-0.6	-1	-2	0
CCc1nnc(NC(=O)CSc2nnc(-c3cc4ccccc4cc3O)n2CCOC)s1	-0.7	-1.0	-16	0.4	-3	-0.7	-1	0.7	-5	-14	4

The results go on.
smiles	hcDAF-12 act	hgDAF-12 ag	PLC-beta3 inh	DAX1 inh-1	ADAM17 inh	ssDAF12 agonist	Rev-erbA mod	DAX1 inh-2	SMARCA2 activ	PLC-gamma1 inh	MBD2 inh
COc1ccc(NC2=Nc3ccccc3N3C2=Nc2c(c(C)nn2-c2ccc(C)cc2)C3c2cccnc2)cc1 (stereo not drawn)	-1.9	1.8	-3	0.4	0	-0.7	1	-0.1	5	-3	-3
Cc1cccc2sc(NC(=O)C3CCCN(S(=O)(=O)c4cccc5nonc45)C3)nc12 (stereo not drawn)	1.1	2.1	-2	-0.6	-3	0.5	11	0.1	2	1	3
CCOc1ccc(S(=O)(=O)NCCC(=O)OCN2C(=O)c3ccccc3C2=O)cc1	-0.3	-2.1	0	-1.3	-5	-1.3	7	-0.1	-3	-1	4
Cc1ccccc1CS(=O)(=O)Cc1ccc(C(=O)Nc2ccccc2C)o1	-0.2	2.9	1	.	-2	-1.4	-2	0.1	1	1	-2
O=S(=O)(Nc1ccc(Cc2ccncc2)cc1)c1ccc(Cl)s1	-2.1	-3.7	2	-1.2	0	-0.9	-3	-0.1	-2	-2	-5
Cc1ccc(C(=O)n2cnc3ccccc32)cc1C	0.9	-1.5	-1	0.8	4	-1.0	-9	0.5	-1	-3	-1
COC(=O)c1cc(NCc2c(F)cccc2Cl)ccc1N1CCOCC1	-2.2	-0.5	-240	0.4	-9	-1.6	-2	-0.8	-4	-182	-3
O=C(NC(C(=O)O)c1ccccc1)c1ccc(S(=O)(=O)N2CCOCC2)cc1 (stereo not drawn)	1.8	-2.8	10	0.4	3	-1.1	-2	0.3	-3	5	-1
Cc1nc(NC(=O)C2CCCC2)sc1Cc1ccc2c(c1)OCO2	0.6	5.2	-1	1.5	4	-0.8	-4	1.0	2	0	1
CC(=O)N1c2c(cc(Br)cc2S(=O)(=O)N2CCN(C(=O)c3ccco3)CC2)CC1C (stereo not drawn)	-1.2	-0.6	2	-0.8	0	-0.9	-5	-0.1	0	3	-1

More compounds follow.
smiles	hcDAF-12 act	hgDAF-12 ag	PLC-beta3 inh	DAX1 inh-1	ADAM17 inh	ssDAF12 agonist	Rev-erbA mod	DAX1 inh-2	SMARCA2 activ	PLC-gamma1 inh	MBD2 inh
COc1cc(CNn2nnnc2N)ccc1OCC(=O)NC(C)(C)C	-0.4	-0.9	-1	-0.6	-4	-1.5	-3	-0.7	-5	-2	1
Cc1cc2nc(C)n(CCCNC(=O)Nc3cccc4ccccc34)c2cc1C	-4.7	-5.3	-10	-1.7	-8	-1.9	-7	-2.1	-2	-4	-2
CCOc1ccc2c(c1)c(N=Nc1cccc(C(=O)O)c1)c(O)n2C	2.7	7.3	-1	-1.6	-1	-0.8	4	1.4	0	0	-5
O=C(Nc1cccc(NC(=O)c2ccccc2Cl)c1)c1ccco1	-1.2	1.9	-1	0.6	-1	-1.4	-3	-0.5	0	0	-4
O=[N+]([O-])c1cc(S(=O)(=O)N2CCCC2)ccc1NCCCN1CCOCC1	-1.0	-2.0	-2	0.4	0	-1.7	-5	0.0	-2	1	-3
Oc1ccc(C[C@H]2CN([C@@H](Cc3ccccc3)CN3CCC[C@@H]3CN3C(=S)NC[C@@H]3Cc3ccccc3)C(=S)N2CC2CCCCC2)cc1	0.0	1.8	0	.	2	-0.4	0	-0.3	-2	4	2
Cc1ccc2nc(CSc3nnc4ccccn34)cc(=O)n2c1	1.4	0.5	-5	0.6	-1	0.5	3	0.6	-1	-5	-9
COc1cc(/C=C(/C#N)c2ccc(F)cc2)ccc1Oc1ccc([N+](=O)[O-])cn1	-2.2	-1.9	3	-2.4	7	-0.9	3	-1.4	-1	3	3
Cc1ccc2oc(C(=O)N3CCN(C)C[C@@H]3C(C)C)c(C)c2c1	-1.2	2.4	-8	1.8	-5	-1.3	3	0.9	-4	-1	-1
CCCCOC(=O)C1=C(C)N(C)C(=O)NC1c1cc2c(cc1Br)OCO2 (stereo not drawn)	-1.9	-1.0	2	1.1	-3	-1.3	8	-0.2	-4	3	6

Later entries:
smiles	hcDAF-12 act	hgDAF-12 ag	PLC-beta3 inh	DAX1 inh-1	ADAM17 inh	ssDAF12 agonist	Rev-erbA mod	DAX1 inh-2	SMARCA2 activ	PLC-gamma1 inh	MBD2 inh
CCN(CCCNC(=O)CN(C)S(=O)(=O)c1cccc2nsnc12)c1ccccc1	-0.4	-2.4	2	-0.1	-2	-1.4	-8	-0.6	-2	0	-4
Cc1ccccc1CN1CCC(CNC(=O)C2CCCN(c3ncnc4c3nc3n4CCCCC3)C2)CC1 (stereo not drawn)	2.3	-0.8	4	-0.5	-2	-1.1	-5	-0.6	1	2	-3
Cc1cccc(C(=O)Nc2nnc(Cc3c[nH]c4ccccc34)s2)c1	3.5	0.3	-10	1.1	0	-0.3	-3	-0.2	-1	-9	-1
Cc1ccc(C(=O)N2CCCC2)cc1Br	-1.5	0.7	-1	0.8	-2	-1.1	0	0.0	-5	4	0
COC(=O)c1cc(O)cc(OC)c1Oc1cc(C)cc(O)c1C(=O)O	4.9	-7.3	-11	-2.5	1	-0.9	-6	-2.8	4	-6	14*
COc1ccc(CCCNC(=O)C2CCC(=O)N(CCc3cccc(F)c3)C2)cc1 (stereo not drawn)	0.6	0.2	-8	0.5	0	-1.2	2	-0.8	-3	-1	4
CC1CCN(CCC(=O)NN)CC1	0.7	-0.6	1	-0.2	1	-0.8	-5	1.0	-3	2	-1
N#CCC(=O)Nc1ccc(C(=O)N2CCN(S(=O)(=O)c3ccc4ccccc4c3)CC2)cc1	0.1	-3.1	-10	-1.3	-2	-1.4	3	-0.6	-3	3	1
COc1cccc(NC(=O)C2CC(=O)OC23CCOC(C)(C)C3)c1 (stereo not drawn)	0.1	-2.4	4	1.1	-1	-1.1	-3	0.1	1	0	-5
CCOC(=O)C1CCN(C(=O)c2c(C)oc3c2C(=O)c2ccccc2C3=O)CC1	-1.7	-2.7	-4	-0.6	3	-0.9	11	-3.2	-8	2	-4

Profiles as entered above. Screens in order: hcDAF-12 act, hgDAF-12 ag, PLC-beta3 inh, DAX1 inh-1, ADAM17 inh, ssDAF12 agonist, Rev-erbA mod, DAX1 inh-2, SMARCA2 activ, PLC-gamma1 inh, MBD2 inh
Cc1ccccc1CN1CCC(CNC(=O)C2CCCN(c3ncnc4c3nc3n4CCCCC3)C2)CC1 (stereo not drawn) as listed: 2.3, -0.8, 4, -0.5, -2, -1.1, -5, -0.6, 1, 2, -3
CC1CCN(CCC(=O)NN)CC1 as listed: 0.7, -0.6, 1, -0.2, 1, -0.8, -5, 1.0, -3, 2, -1

Further results:
smiles	hcDAF-12 act	hgDAF-12 ag	PLC-beta3 inh	DAX1 inh-1	ADAM17 inh	ssDAF12 agonist	Rev-erbA mod	DAX1 inh-2	SMARCA2 activ	PLC-gamma1 inh	MBD2 inh
Cc1nnc(NC(=O)Oc2ccccc2)s1	-2.6	-2.4	0	0.1	-5	-0.9	-2	-0.1	-1	-1	-1
O=C(NCCC(=O)N1CCN(c2ccccn2)CC1)c1ccc(Cl)cc1	-1.1	-0.1	-4	0.1	-2	-0.9	2	1.5	3	2	-1
CC(=O)Nc1cc(-c2ccc(C(=O)N3CCOCC3)cc2)cn2c(-c3cccc(C(F)(F)F)c3)cnc12	-2.4	-1.4	-21	.	-7	-0.7	-1	0.1	-2	-14	3
Cc1ccc(NC(=O)CN2C(=O)S/C(=C/c3ccc(O)c([N+](=O)[O-])c3)C2=O)cc1C	-1.1	1.8	0	0.2	1	-0.2	12	0.0	-3	3	-2
Cc1cccc(N(C(=O)CNC(=O)c2cccs2)C(C(=O)NC2CCCC2)c2cccnc2)c1 (stereo not drawn)	-1.6	2.5	3	-1.6	-6	-0.2	-4	-0.4	-3	-1	0
CNC(=O)N(O)C1N(NC(=O)Nc2ccccc2)C(=S)SC1(C)C (stereo not drawn)	-0.6	-3.9	-7	2.9	-4	-0.9	3	-0.4	-5	2	5
CCOC(=O)C1CCCN(S(=O)(=O)c2cccs2)C1 (stereo not drawn)	-1.4	0.7	1	-0.3	-7	-1.7	0	-0.1	-4	-3	5
COc1cccc(-c2nc(N3CCCCC3)c3ccccc3n2)c1O	5.2	4.9	-15	0.7	2	-0.6	0	-0.7	4	6	-5
CC(CCN1CCC(C(O)(c2ccccc2)c2ccccc2)CC1)Oc1ccc([N+](=O)[O-])cc1Cl (stereo not drawn)	6.5*	4.0	6	.	7	-0.2	0	-0.6	5	6	1
CN=C1S/C(=C\c2ccc(SC)cc2)C(=O)N1C	-1.2	1.3	-21	0.8	-3	-1.4	-11	-0.5	0	-8	-3
COc1ccc(OC)c2[nH]c(=O)c(CCNC(=O)c3cc4ccccc4o3)cc12	-1.7	-4.9	-89	0.1	-4	-1.5	4	-2.0	-2	-74	-3

Source: PubChem
